# Screening data (PubChem)
# esBAF inh – inhibitors of esBAF chromatin remodeling in mouse ES cells; AID 602393; reporter increase, % at 12.5 µM; 350,000 tested, 2% active; Bmi1-luciferase knock-in reporter, 24 h; 100% = twice the neutral-well signal; in the data active means activation above about 40%; inconclusive means no clear call, values can overlap the other calls;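 further: 0% = median of the plate's neutral control wells and 100% = double that signal; a rise in the Bmi1 reporter signal indicates esBAF inhibition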
# RAD52 anneal inh – inhibitors of human RAD52 DNA annealing. P43351. AID 651710. 360,000 tested, 0.46% active. recombinant RAD52 DNA annealing, FRET fluorescence. inhibition, % at 18.7 µM;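 active means every replicate showing at least 50% inhibition; inconclusive means mean inhibition at least 50% but not in every replicate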
# E-selectin induc – induces E-selectin expression in human endothelial cells | HUVEC E-selectin immunofluorescence imaging; normalized: neutral wells 0, TNF-alpha wells 100 | AID 686992 | P16581 | activation, % at 7.58 µM | 260,000 tested, 0.37% active;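 active means mean E-selectin-positive cell signal at least 10% of the positive control, reached in at least 60% of replicates, without over 20% cell loss; inconclusive means no rule given, readout overlaps actives, possibly toxicity-flagged; inactive means the rest, including those meeting only one limit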;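 further: in these data hits start at about 27%; measured in HUVEC primary endothelial cells; signal is the percent of cells scored E-selectin positive by PE staining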
#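 Test system – human umbilical vein endothelial cells (HUVEC), E-selectin induction · Input – 3,000 HUVEC seeded per well · Buffer or medium – EGM-2, gelatin · Compound dosing – single-point compound dose · Detection – immunofluorescence imaging · Measure – percent E-selectin-positive cells · Controls – TNF-alpha high, DMSO low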
# Casp6 inh – inhibitors of human caspase-6. purified caspase-6, Z-VEID-R110 cleavage fluorescence. inhibition, % at 12.5 µM. 350,000 tested, 0.53% active. AID 686996;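 active means mean inhibition across replicates at least about 35%, with every replicate also reaching that limit, limit read from the data; inconclusive means only one of the two criteria met; inactive means neither criterion met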;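 further: 0% = median of neutral control wells and 100% = no fluorescence left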
# Target sequence (P55212 24-179 limits assumed): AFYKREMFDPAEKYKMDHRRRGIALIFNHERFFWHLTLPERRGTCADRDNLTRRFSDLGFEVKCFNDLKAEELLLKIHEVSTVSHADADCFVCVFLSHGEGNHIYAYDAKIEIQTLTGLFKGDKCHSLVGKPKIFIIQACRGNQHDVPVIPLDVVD
# Target sequence (P55212 194-293 limits assumed): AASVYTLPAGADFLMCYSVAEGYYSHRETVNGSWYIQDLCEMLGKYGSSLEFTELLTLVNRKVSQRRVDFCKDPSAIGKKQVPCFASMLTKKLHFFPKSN
# PglD inh – PglD (C. jejuni) enzyme inhibition; purified PglD enzyme, DTNB colorimetric CoA detection; inhibition, % at 12.5 µM; 360,000 tested, 0.098% active; AID 602405; in the data active means inhibition above about 16%, passing the limit was not always enough; inconclusive means no clear call, values can overlap the other calls; further: strong numbers were not always called active
# ARNT TACC3 PPI – ARNT/TACC3 interaction disruption | AlphaScreen His-ARNT PAS-B/GST-TACC3 binding, luminescence; TACC3 fragment carries E629A point mutation | inhibition, % at 9.99 µM | 390,000 tested, 0.66% active | AID 623870;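 active means mean inhibition of replicates at least 50% and at least half of replicates each reaching 50%; inconclusive means half or more replicates reach 50% but mean below 50%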;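 further: 0% = complete ARNT plus TACC3 wells and 100% = ARNT alone without TACC3; many hits fall short of the cut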
# RAD54 inh – inhibitors of human RAD54 branch migration; Q92698; RAD54 Holliday junction branch migration, FAM/BHQ fluorescence; inhibition, % at 10.4 µM; 360,000 tested, 0.14% active;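 active means mean normalized replicate activity at least 40 and at least half of replicates scoring 40 or more; inconclusive means only one of the two criteria met; inactive means mean below 40 and under half of replicates reaching 40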;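 further: 0% = median of neutral control wells and 100% = median of positive control wells; inhibitors cause a drop in the FAM fluorescence signal; in these data hits start at about 50%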
# Target sequence (Q92698 whole entry, looked up): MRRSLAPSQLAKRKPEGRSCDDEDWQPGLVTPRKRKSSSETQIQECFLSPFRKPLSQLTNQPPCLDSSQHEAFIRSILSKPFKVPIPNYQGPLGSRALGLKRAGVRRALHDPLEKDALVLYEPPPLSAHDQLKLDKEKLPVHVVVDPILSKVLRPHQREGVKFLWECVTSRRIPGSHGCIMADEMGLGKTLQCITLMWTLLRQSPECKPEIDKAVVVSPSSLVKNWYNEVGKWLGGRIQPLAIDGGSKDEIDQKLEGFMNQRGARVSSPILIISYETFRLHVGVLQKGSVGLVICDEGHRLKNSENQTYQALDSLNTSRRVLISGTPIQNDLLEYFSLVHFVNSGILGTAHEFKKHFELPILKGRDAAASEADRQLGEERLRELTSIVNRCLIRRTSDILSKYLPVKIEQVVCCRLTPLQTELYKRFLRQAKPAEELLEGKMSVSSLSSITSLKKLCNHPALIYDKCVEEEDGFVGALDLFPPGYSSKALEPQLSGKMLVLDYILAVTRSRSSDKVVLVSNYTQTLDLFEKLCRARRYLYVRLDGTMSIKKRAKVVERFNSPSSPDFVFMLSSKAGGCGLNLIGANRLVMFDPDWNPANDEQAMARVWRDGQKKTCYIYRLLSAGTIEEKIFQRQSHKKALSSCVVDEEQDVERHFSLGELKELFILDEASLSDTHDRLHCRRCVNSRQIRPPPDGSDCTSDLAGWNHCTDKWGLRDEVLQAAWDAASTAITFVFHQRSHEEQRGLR
# ERp5 inh – ERp5 (human) disulfide isomerase inhibition; inhibition, % at 9.99 µM; Q15084; 350,000 tested, 0.05% active; ERp5 insulin aggregation, absorbance 650 nm, 90 min;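 active means mean replicate inhibition above about 25%, with every replicate also reaching it, limit read from the data, passing the limit was not always enough; inconclusive means only one of those two criteria met; inactive means neither criterion met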
# The depositor's hits bear a star; ? = inconclusive; / = not tested or not shown; & = joins results of further samples.
SMILES,esBAF inh,RAD52 anneal inh,E-selectin induc,Casp6 inh,PglD inh,ARNT TACC3 PPI,RAD54 inh,ERp5 inh
CCCC(=O)Nc1ccc2c(c1)C(=O)N(C)C[C@H](OC)[C@H](C)CN(Cc1cccc(F)c1)[C@@H](C)CO2,4,14,-0.1,-1,3,1,4,-5
NS(=O)(=O)c1ccc(CCNC(=O)c2ccc3c(c2)N(Cc2ccccc2)CCS3)cc1,3,-15,0.3,2,2,-25,-8,5
C[C@@H]1CCCCO[C@H](CN(C)S(=O)(=O)c2cccs2)[C@H](C)CN([C@@H](C)CO)C(=O)c2cc(NS(=O)(=O)c3ccc(Cl)cc3)ccc2O1,8,-44,/,-2,1,0,6,-5
CCC(=O)N1[C@H](CO)[C@@H](c2ccccc2)[C@@H]1CN(CC)C(=O)c1cccc(F)c1,-3,-1,0.4,/,2,6,-5,-1
CCc1nc(Nc2ccc3c(c2)OCCO3)c2oc3ccccc3c2n1,0,/,/,/,3,43,-3,/
CC(=O)Nc1cccc(C(=O)OC(C)C(=O)NC(=O)NC2CCCCC2)c1 (stereo not given),-2,1,8.2,1,-1,3,1,-9
Cc1ccc2cc(/C=N/NC(=O)CN3CCCCC3)c(Cl)nc2c1,7,-41,/,1,-3,0,31,3
C[C@@H]1CN([C@@H](C)CO)C(=O)c2cc(NC(=O)C3CC3)ccc2O[C@H]1CN(C)C(=O)NC1CCCCC1,-2,-6,-0.4,-1,9,-1,-15,-2
O=C(NCc1cccs1)C(=O)NCC(c1ccco1)N1CCN(c2ccccc2)CC1 (stereo not given),/,7,/,1,/,-5,/,-1
O=C(CSc1ccccc1)OCC(=O)N1CCN(C(=O)c2ccco2)CC1,-4,-8,-0.2,1,/,/,/,-2
COc1ccccc1S(=O)(=O)Nc1ccc2c(c1)OC[C@H](C)NC[C@@H](C)[C@H](OC)CN(C)C2=O,-2,-8,0.3,-1,-1,-5,-13,-18
Cc1ccsc1C(C(=O)NC1CCCCC1)N(C(=O)c1csnn1)C1CC1 (stereo not given),-3,/,/,/,-6,1,-2,/
CCCCCC(=O)N1CCCCC1,6,-5,-0.2,5,3,-20,-7,4
Cc1noc(C)c1NC(=O)Nc1ccc2c(c1)CC(=O)N([C@H](C)CO)C[C@@H](C)[C@H](CN(C)S(=O)(=O)c1cccs1)O2,4,-25,1.7,1,-2,/,-4,-5
CN1C(=O)c2cc(NC(=O)c3cccs3)ccc2OC[C@H]2O[C@H](CC(=O)N3CCOCC3)CC[C@@H]21,2,4,0.1,4,1,-4,1,-2
C[C@@H]1CN([C@H](C)CO)C(=O)c2cccc(NC(=O)Nc3cccc4ccccc34)c2O[C@H]1CN(C)C(=O)Nc1ccc2c(c1)OCO2,5,-6,-0.1,1,2,5,10,7
CSc1ncc(C(=O)Nc2ccc(C(C)=O)cc2)c(-c2ccccc2)n1,61*,-17,0.6,-2,4,-3,-6,-2
N/C(=N\S(=O)(=O)c1ccc(Cl)s1)c1ccccc1,4,/,/,/,-6,0,10,/
COc1ccc(CNc2ccc(Cl)cc2)cc1Cn1ccnc1,7,-10,0.0,-2,4,15,0,2
CCN(CC)S(=O)(=O)c1ccc(-c2nnc3sc4cccc(C)c4n23)cc1,0,-20,-0.1,0,5,/,10,-2
CCOC(=O)c1c(NC(=O)CSc2nc3ccccc3c(=O)n2-c2ccccc2)sc(C(C)=O)c1C,/,-15,/,0,/,-2,/,4
CC(C)NS(=O)(=O)c1ccc(CCC(=O)N2CCC(C(N)=O)CC2)cc1,0,-10,/,-1,/,-5,/,22
CCc1ccc(C(O)c2ncc(-c3cccc4ccccc34)[nH]2)cc1 (stereo not given),-6,18,0.0,0,9,/,5,1
O=C(c1ccc2c(c1)OCO2)N1CCCCN2[C@@H](CO)[C@H](c3ccc(-c4ccccc4)cc3)[C@@H]2C1,/,5,-0.3,0,-3,2,-5,-5
CO[C@H]1CN(C)C(=O)c2cccc(C#N)c2OC[C@@H]2O[C@@H](CC[C@H]2OC)CCN(C)C(=O)[C@H]1C,5,-12,0.1,-100,2,-5,-1,-1
# Going on with the list.
SMILES,esBAF inh,RAD52 anneal inh,E-selectin induc,Casp6 inh,PglD inh,ARNT TACC3 PPI,RAD54 inh,ERp5 inh
O=C(c1ccc(F)c(S(=O)(=O)N2CCOCC2)c1)N(c1ccccc1)c1ccccn1,-7,-15,-1.2,1,-8,-3,1,0
COc1ccccc1-c1cn[nH]c1-c1ccc(OCc2ccccc2)cc1O,-2,-15,2.1,-1,/,2,/,4
C[C@@H]1CN([C@H](C)CO)S(=O)(=O)c2ccc(C#Cc3ccccn3)cc2O[C@@H]1CN(C)C,4,-38,0.0,/,0,-5,3,-15
COc1ccccc1CNCC(=O)Nc1ccc(C(F)(F)F)cc1,6,-4,-1.7,-5,/,-3,/,2
CCOC(=O)C1CCCN(C(=O)C2CCN(S(=O)(=O)c3cccs3)CC2)C1 (stereo not given),-5,/,/,/,9,-2,-2,/
CN(C)S(=O)(=O)c1ccc(N2CCCC2)c(C(=O)NCc2ccc(Cl)cc2)c1,-6,/,/,/,4,-4,-1,/
Cc1ccc2c(c1)S(=O)(=O)c1ccc3ccccc3c1N2,-6,-7,0.0,0,-6,-7,-5,5
CCOC(=O)c1ccc(NC(=S)N2CCN(C(=O)C3CCCO3)CC2)cc1 (stereo not given),-7,-12,-0.3,5,-1,-10,5,0
CC(C)C(=O)Nc1nc(-c2ccccc2)ns1,56*,/,/,/,2,-21,0,/
O=C(NN1C(=O)C2C(C1=O)C1C=CC2C12CC2)c1cccnc1 (stereo not given),/,-9,/,-3,/,-1,/,5
CCN(CC)S(=O)(=O)c1ccc2c(c1)nc(CCC(=O)Nc1cccc(C(F)(F)F)c1)n2CC,4,/,/,/,0,0,3,/
O=C(c1cccc(F)c1)N1CC2(C1)[C@@H](c1ccccc1)[C@@H](CO)N2C(=O)C1CC1,/,-4,-0.1,-2,/,/,/,0
CC(C)OC(=O)N(C)C[C@@H]1OCc2ccccc2-c2c(n(C)c3ccccc23)C(=O)N([C@H](C)CO)C[C@@H]1C,5,4,-0.5,2,0,2,-6,2
C[C@@H]1CCCCO[C@H](CN(C)Cc2ccc(C(F)(F)F)cc2)[C@@H](C)CN([C@@H](C)CO)C(=O)c2cc(NC(=O)C3CCCCC3)ccc2O1,-5,/,-0.2,/,2,-1,-3,/
COC(=O)/C=C/CC(C)OS(N)(=O)=O (stereo not given),-8,-9,-0.2,/,-4,0,-6,16
Cc1ccc(NC(=O)c2ccc(Cl)c(NC(=O)c3cccs3)c2)cc1,?,-2,/,0,2,1,15,-1
C[C@H]1CCCCO[C@H](CN(C)S(=O)(=O)c2ccc(F)cc2)[C@@H](C)CN([C@@H](C)CO)C(=O)c2cc(N(C)C)ccc2O1,-5,3,-0.1,-3,0,6,-22,2
Cc1ccc(S(=O)(=O)Nc2ccc3c(c2)C(=O)N([C@H](C)CO)C[C@H](C)[C@@H](CN(C)S(C)(=O)=O)OCCCC[C@H](C)O3)cc1,-6,16,-0.1,-1,-1,-2,4,1
CCn1c(SCC(=O)NCc2cccs2)nnc1-c1ccco1,-1,/,/,/,-4,-8,-12,/
CCN(CC)C(=O)CSc1nc(O)c(Cc2ccccc2)c(=O)n1-c1ccccc1C,/,-5,-0.3,0,-7,-9,6,1
CCOC(=O)C1=C(COc2ccc(F)cc2Cl)NC(=O)NC1c1cc(C)ccc1C (stereo not given),1,/,/,/,1,1,-4,/
COc1ccc(S(=O)(=O)Nc2ccc3c(c2)C(=O)N([C@@H](C)CO)C[C@@H](C)[C@@H](CN(C)S(=O)(=O)c2ccccc2)O3)cc1,-1,-14,-0.6,3,1,-3,-1,4
C=CCOC(=O)C1=C[C@@H](c2ccc(Br)cc2)C[C@@H](OCc2ccc(CO)cc2)O1,-2,-10&7,0.2,0&1,-4,-5,15,-1&0
O=C(C[C@H]1CC[C@@H](NS(=O)(=O)c2ccc(F)cc2)[C@@H](CO)O1)NCc1ccc(Cl)c(Cl)c1,26,-11,1.7,-1,-5,16,1,4
C[C@@H]1CCCCO[C@H](CN(C)S(=O)(=O)c2ccc(F)cc2)[C@H](C)CN([C@@H](C)CO)C(=O)c2cc(NC(=O)CCCN(C)C)ccc2O1,-7,19,-0.1,0,5,-2,6,2
# Next entries
SMILES,esBAF inh,RAD52 anneal inh,E-selectin induc,Casp6 inh,PglD inh,ARNT TACC3 PPI,RAD54 inh,ERp5 inh
COc1cc(OC)cc(C(=O)NCC(=O)N2CCN(Cc3ccccc3)CC2)c1,-1,-15,7.8,-1,-1,-2,-3,1
Cc1cc(Cl)ccc1OCc1nnc2n1CCCCC2,/,2,/,2,/,-5,/,-2
Cc1cc(-c2nnc3n2CCCCC3)c(C)n1-c1ccccc1,13,-17,/,-4,-4,2,9,2
COc1ccc(Cl)cc1NC(=O)COC(=O)CNC(=O)c1ccc([N+](=O)[O-])c(C)c1,6,/,0.1,/,-1,-4,-2,/
CCCn1c(=O)c(C(=O)Nc2ccccc2C)c(O)c2ccccc21,19,-7,/,-1,-7,-3,0,2
Cc1ccccc1NC(=O)Nc1ccc2c(c1)OCO2,/,-8,0.1,-1,2,-3,-14,4
COc1ccc(OC)c(-c2csc(-c3cccs3)n2)c1,9,-2,/,-1,6,3,-8,-4
Cc1ccc(-c2[nH]c(-c3ccc(C(=O)O)cc3)nc2-c2ccccc2)cc1,/,-1,0.1,17,/,2,/,-5
COc1ccc(CCn2c(N)c(S(=O)(=O)c3cccs3)c3nc4ccccc4nc32)cc1OC,-6,-32,/,/,-2,30,-2,2
COc1ccc2c(c1)c(=O)c(C(=O)c1ccccc1)cn2Cc1ccc(C)cc1,11,1,0.1,1,1,-1,-21,-1
CCOc1ccccc1C(=O)NCC(=O)NCc1ccc(S(=O)(=O)N2CCOCC2)cc1,0,-8,-0.8,0,2,-3,10,2
N#C/C(=C\c1cn(Cc2ccccc2)c2ccccc12)C(=O)NCc1ccco1,/,-16,-2.1,2,/,1,/,?
O=C(Nc1ccc(-c2csc(Nc3cccc(C(F)(F)F)c3)n2)cc1)c1cc([N+](=O)[O-])cc(C(F)(F)F)c1,-9,-5,/,0,-5,-7,4,8
COc1ccc(-n2c(C)c(C)c3c(NCCCO)ncnc32)cc1,40,4,-0.2,1,6,-3,17,-3
CCOCCCNC(=O)C1CCN(C(=O)Nc2ccc(C)cc2)CC1,-5,-1,/,1,0,-4,-18,-5
C[C@H](CO)N1C[C@H](C)[C@@H](CN(C)S(=O)(=O)c2cccs2)Oc2ccc(NC(=O)CCCCCC(=O)Nc3ccccc3N)cc2CC1=O,-6,/,-0.1,/,5,6,0,/
CN1CCN(C(=O)[C@H]2[C@H](CO)[C@H]3Cn4c(ccc(C5=CCCC5)c4=O)[C@H]3N2Cc2nccs2)CC1,-3,-15,-1.4,-1,1,-8,7,4
COC(=O)C[C@@H]1CC[C@@H]2[C@@H](COc3ccc(NS(C)(=O)=O)cc3C(=O)N2C)O1,-5,/,0.5,/,1,-12,-7,/
CCN(CC)S(=O)(=O)c1ccc(N2CCCC2)c(NC(=O)C2=COCCO2)c1,/,-9,0.2,2,/,-24,/,4

# 3 compounds out of the list above, sorted by the number in esBAF inh, ascending.
compound | esBAF inh
Cc1ccsc1C(C(=O)NC1CCCCC1)N(C(=O)c1csnn1)C1CC1 (stereo not given) | -3
C[C@@H]1CN([C@@H](C)CO)C(=O)c2cc(NC(=O)C3CC3)ccc2O[C@H]1CN(C)C(=O)NC1CCCCC1 | -2
NS(=O)(=O)c1ccc(CCNC(=O)c2ccc3c(c2)N(Cc2ccccc2)CCS3)cc1 | 3
